# procasp7 counter: activates human procaspase-7, counter-screen for procaspase-3 activators. activation, % at 8.5 µM. AID 463210. actives 0.093% (n = 330,000). P55210. recombinant procaspase-7, Ac-DEVD-pNA absorbance 405 nm; D23A/D198A/D206A triple mutant, cannot self-cleave; scale: DMSO 0, 5 µM enzyme 100;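 active = percent activation above the screen-wide mean plus 3 SD, cut at about 25% in these data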
# Target sequence (P55210 whole entry D23A/D198A/D206A): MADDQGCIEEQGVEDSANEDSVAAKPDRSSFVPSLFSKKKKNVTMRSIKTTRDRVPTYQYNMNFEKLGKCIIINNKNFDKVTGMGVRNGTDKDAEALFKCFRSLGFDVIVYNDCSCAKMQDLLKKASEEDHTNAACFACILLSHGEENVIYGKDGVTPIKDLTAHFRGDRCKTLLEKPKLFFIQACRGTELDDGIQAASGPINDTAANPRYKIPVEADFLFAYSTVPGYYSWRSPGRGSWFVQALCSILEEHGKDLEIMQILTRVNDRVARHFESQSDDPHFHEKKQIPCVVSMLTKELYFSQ
#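 Assay system: Uncleavable procaspase-7 mutant enzyme; Input: 2 µM procaspase-7 mutant as dispensed; Also added: DEVD-pNA substrate; Medium: Zinc-free HEPES pH 7.4 with 300 mM NaCl, 0.01% Triton X-100; Timing: 1 h compound preincubation, 2 h substrate cleavage, 25 °C; Measured by: Epi-absorbance of released pNA at 405 nm, two timepoints.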
# Efflux pump mplx: inhibitors of Candida antifungal efflux pumps expressed in yeast | inhibition, % at 10 µM | S. cerevisiae Candida pump triplex, Nile Red efflux | actives 0.44% (n = 330,000);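 active = plate passing quality check with inhibition over a set limit, or well fluorescence over plate mean plus 4 SD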;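 note: Nile Red retained in pooled yeast measured as flow cytometry median fluorescence; 0% = buffer negative control and 100% = Enniatin B positive control; higher means more Nile Red kept so more efflux inhibition; some compounds called inactive have numbers as strong as hits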
# TPT1 inhibitor: inhibitors of Candida albicans tRNA 2'-phosphotransferase TPT1; inhibition, % at 5 µM; recombinant caTPT1, FP RNA substrate dephosphorylation; AID 1962; actives 0.81% (n = 300,000);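 active = inhibition above the mean of all tested compounds plus 3 SD, set per screening campaign, cut at about 24% in these data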;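 note: plate controls were DMSO alone for no effect and ferristatin control at 100 nM for full effect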
# procasp3 activ: activates human procaspase-3. P42574. recombinant procaspase-3 D3A, Ac-DEVD-pNA absorbance 405 nm. activation, % at 8.5 µM. actives 0.11% (n = 330,000);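 active = activation above the mean of all tested compounds plus 3 SD, cut at about 21% in these data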;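 note: 0% = DMSO alone and 100% = DMSO wells spiked with extra 5 µM PC-3 D3A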
# Target sequence (P42574 whole entry D9A/D28A/D175A): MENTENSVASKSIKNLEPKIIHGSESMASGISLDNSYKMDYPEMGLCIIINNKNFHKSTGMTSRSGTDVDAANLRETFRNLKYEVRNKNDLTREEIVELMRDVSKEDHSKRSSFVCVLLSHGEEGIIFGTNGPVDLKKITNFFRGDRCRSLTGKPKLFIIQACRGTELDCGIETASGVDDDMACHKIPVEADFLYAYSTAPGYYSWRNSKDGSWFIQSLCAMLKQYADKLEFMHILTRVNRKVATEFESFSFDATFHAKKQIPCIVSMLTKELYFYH
#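 System: Procaspase-3 D3A mutant. Medium: Zinc-free 300 mM NaCl, 50 mM HEPES, 0.01% Triton X-100. Schedule: 1 h preincubation plus 2 h reaction at 25 °C. Measured by: 405 nm absorbance of p-nitroaniline, reads at 0 and 120 min. Read-out: percent activation relative to control range.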
# HCV core dimer: blocks dimerization of HCV core protein. inhibition, % at 5 µM. TR-FRET GST/Flag-core106 dimerization, 1536-well. actives 0.33% (n = 300,000);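 active = inhibition above the mean of all tested compounds plus 3 SD, set per screening campaign, cut at about 45% in these data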
#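 Material: Tagged HCV core106 pair (GST and Flag) | Amount: GST-core106 13.5 nM, Flag-core106 17 nM | Medium: KF-containing HEPES buffer, pH 7.45, DTT, CHAPS, BSA | Reagent: Eu donor and XL665 acceptor anti-tag antibodies | Schedule: 4 h at 22.5 °C | Technique: Time-resolved FRET, ex 340 nm, em 617 and 671 nm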
# PP5 primary: PP5 (human) phosphatase inhibition. inhibition, % at 6.7 µM. P53041. actives 0.18% (n = 320,000). purified PP5c, OMFP substrate fluorescence;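 active = inhibition above the campaign's mean inhibition across all tested compounds plus 3 SD, cut at about 9.5% in these data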;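 note: 0% = DMSO only and 100% = 100 µM cantharidin control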
# Target sequence (P53041 whole entry, looked up): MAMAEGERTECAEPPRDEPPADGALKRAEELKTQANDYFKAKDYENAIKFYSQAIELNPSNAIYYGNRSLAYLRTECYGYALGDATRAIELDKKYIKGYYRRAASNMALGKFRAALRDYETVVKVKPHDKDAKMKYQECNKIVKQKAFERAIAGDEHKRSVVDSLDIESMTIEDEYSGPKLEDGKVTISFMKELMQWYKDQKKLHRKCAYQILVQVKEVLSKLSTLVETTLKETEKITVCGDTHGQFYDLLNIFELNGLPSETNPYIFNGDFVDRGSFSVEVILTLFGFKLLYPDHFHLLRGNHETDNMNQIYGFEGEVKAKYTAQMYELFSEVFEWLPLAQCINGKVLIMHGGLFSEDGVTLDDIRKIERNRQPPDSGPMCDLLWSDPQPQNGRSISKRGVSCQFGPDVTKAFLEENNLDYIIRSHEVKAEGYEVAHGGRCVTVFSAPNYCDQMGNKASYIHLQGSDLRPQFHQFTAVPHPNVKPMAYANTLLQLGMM
# PP1 counter: counter-screen for PP5 inhibitors: inhibitors of human PP1-alpha | inhibition, % at 6.7 µM | purified PP1alpha, OMFP fluorescence | P62136 | AID 2235 | actives 0.9% (n = 320,000);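 active = inhibition above the mean inhibition of all tested compounds plus 3 SD, computed separately for each screening campaign, cut at about 15% in these data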
# CTSL1 counter: counter-screen for PFM18AAP inhibitors: inhibitors of F. hepatica cathepsin L1. recombinant F. hepatica cathepsin L1, Z-Leu-Arg-MCA fluorescence. inhibition, % at 5.96 µM. actives 0.49% (n = 300,000). AID 1906;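 active = inhibition above the mean of all tested compounds plus 3 SD, set per screening campaign, cut at about 17% in these data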;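 note: 0% = plate median of test compound wells and 100% = 1 µM Z-Phe-Ala-diazomethylketone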
# GASC-1 inh: human JMJD2C demethylase inhibition. Q9H3R0. GST-JMJD2C(1-420) H3K9me3 demethylation, DELFIA europium. inhibition, % at 2.35 µM. actives 0.069% (n = 330,000);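 active = more than half of a compound's replicate wells show inhibition beyond 50%, single wells judged on their own value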;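 note: signal counts dimethyl H3K9 product captured on neutravidin plate; 0% = median of DMSO wells and 100% = 0.3 times that DMSO median; strong numbers were not always called active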
# Starred values were filed as active, the others as inactive; i = inactive; . = no result given; & = joins results of further samples.
SMILES,procasp7 counter,Efflux pump mplx,TPT1 inhibitor,procasp3 activ,HCV core dimer,PP5 primary,PP1 counter,CTSL1 counter,GASC-1 inh
CC(C)NC(=O)c1onc(CSc2ccc(C(C)C)cc2)c1C(=O)O,5,-0.1,-2,-2,3,-2.3,2,3,i
COc1ccc(CCNC(=O)/C=C/c2ccco2)cc1OC,-3,-0.1,-1,-6,2,1.9,-1,8,-20
COc1ccc(OCc2nc(-c3ccc(F)c(F)c3)cs2)cc1,-3,-0.1,-3,-1,2,1.6,-1,1,3
C/C(=N\N1CCN(Cc2ccccc2Cl)CC1)c1ccc([N+](=O)[O-])cc1,-1,0.2,4,-5,0,-0.2,-6,8,5
CCc1n[nH]c(=S)n1/N=C/c1ccc(-c2ccc(Br)cc2)o1,-3,0.1,1,-2,4,1.4,2,2,8
CC(C)N1CC2=C(OC(N)=C(C#N)C2c2cccnc2)/C(=C/c2cccnc2)C1 (configuration not stated),14,0.1,-28,2,-1,-0.3,-5,-1,13
CC1(C(=O)NC2CCCCCC2)CCC(=O)N1Cc1ccc2c(c1)OCO2 (configuration not stated),0,-0.1,-1,10,-4,0.8,0,0,.
CN(C)c1cccc(C(=O)NNC(=O)/C=C/c2cccs2)c1,1,0.0,.,0,.,1.2,-2,.,5
CCC(=O)N1CCC2(CC1)Oc1ccc(Cl)cc1C(=O)C21CC(c2ccc(Cl)cc2)=NO1 (configuration not stated),-9,0.2,-2,-7,10,4.1,4,-2,-18
O=C(Cc1ccccc1)Nc1ccc(NC(=S)NC(=O)c2ccccc2)cc1,-7,0.2,-1,-6,11,-0.5,-1,2,-1
COc1cc(NC(=O)c2cccc(C)c2)c(OC)cc1NC(=O)CN1CCOCC1,4,0.1,0,1,-5,-3.6,3,-1,-9
COc1ccc(NC(=O)CSc2n[nH]c(C)c2[N+](=O)[O-])cc1,-1,-0.1,-2,2,1,1.8,-3,6,-2
Cn1cc(C(=O)c2ccc(Cl)cc2)cc1-c1nc2ccccc2n1C,-9,0.1,4,4,20,5.0,-1,-2,-3
CC(C)c1ccc(S(=O)(=O)Nc2ccc(N3CCOCC3)cc2)cc1,-8,0.1,0,-2,9,0.0,0,2,-27
Cc1n[nH]c(=O)c2c(NC(=O)CSc3nnc(-c4ccco4)n3C)oc(C)c12,0,-0.3,.,-5,.,-2.6,2,.,5
COc1cc(NC(=O)c2ccc3c(c2)C(=O)N(CCC(C)C)C3=O)c(C(=O)O)cc1OC,-3,0.4,2,2,1,-8.6,-9,-5,4
COc1ccccc1/C=C/C(=O)OC(C)CN1CCCCC1 (configuration not stated),-5,0.0,-4,3,-12,2.1,0,4,-17
Cc1cc(C)n(-c2nc3ccccc3n3nnnc23)n1,-4,-0.2,-4,-2,1,0.8,1,-1,8
CCOc1ccc(NC(=O)CSc2nc3ccccc3nc2N2CC(C)OC(C)C2)cc1 (configuration not stated),-6,0.2,2,1,-15,3.6,1,-1,-8
CC(=O)N1CCN(c2ccccc2NC(=O)COc2cc(C)cc(C)c2)CC1,-3,0.1,-1,8,3,1.5,4,-2,-1
O=C(NC1CCN(C(=O)Nc2cccc(Cl)c2)CC1)c1ccccc1,6,0.2,0,1,-3,2.5,0,-1,3
Cc1csc(NC(=O)CSc2nnc3ncccn23)n1,-2,0.1,-4,-4,-1,-1.6,6,0,30
Cc1c(C(=O)OC(C)C)[nH]c2c1C(=O)CCC2,1,-0.1,-1,8,-1,0.3,-2,-1,-2
Cc1c(C(=O)NCC(c2ccco2)N(C)C)oc2c(Cl)cccc12 (configuration not stated),7,0.0,3,-11,7,-0.5,-3,-1,14
Cc1ccc2c(c1)N(CC(=O)N1CCOCC1)C(=O)CO2,-9,0.1,1,7,-2,5.0,0,-1,-1
# Carrying on.
SMILES,procasp7 counter,Efflux pump mplx,TPT1 inhibitor,procasp3 activ,HCV core dimer,PP5 primary,PP1 counter,CTSL1 counter,GASC-1 inh
CCOc1ccccc1NC(=O)NCc1ccco1,2,-0.1,1,7,1,-0.4,0,-2,7
O=C1C2C(c3ccccc3)CC=CC2[C@H](c2cccc([N+](=O)[O-])c2)N1Cc1ccccc1 (some centres not stated),4,0.1,2,3,27,3.1,9,6,-6
Cc1ccccc1NC(=O)c1cccc2nc3ccccc3nc12,-4,-0.1,-6,-1,7,-0.3,0,2,-3
CCN1CCN(C(=O)c2cc3c(s2)-c2c(C)cccc2OC3)CC1,0,0.0,2,6,3,-0.6,-3,5,10
CCc1ccc(NC(=O)CSc2nnc(CNC(=O)c3ccco3)o2)cc1,-1,-0.1,-3,-3,-4,-2.7,-5,-1,4
O=C(COc1ccccc1F)NNC(=O)c1ccc2c(=O)n3c(nc2c1)CCC3,10,0.1,-4,5,-1,1.4,-2,-21,20
O=C(CN1CCN(S(=O)(=O)c2ccc3ccccc3c2)CC1)Nc1ccc(N2CCOCC2)cc1,-1,0.8,-1,-1,6,3.6,-1,-2,-7
O=C(Nc1ccc(S(=O)(=O)Nc2cnc3ccccc3n2)cc1)c1ccc([N+](=O)[O-])cc1Cl,10,-0.1,-1,-7,0,6.6,4,7,8
COc1ccccc1CCN1CCCC(CN(C)C(=O)c2ccc3nc[nH]c3c2)C1 (configuration not stated),2,-0.2,0,3,0,-2.6,-2,1,6
Cc1cc(C)cc(OC(=O)COc2ccccc2C)c1,5,0.3,-2,3,0,-0.9,-2,-22,-1
CCOc1ccccc1NC(=O)Nc1ccon1,1,0.1,0,-3,-3,-1.2,-4,-2,-5
Cn1c(N)c(C(=O)CSc2ncn[nH]2)c(=O)n(C)c1=O,7,0.0,2,6,-2,-0.6,-8,-2,-2
COc1ccc(Nc2nnc(SCC3CCCCO3)s2)cc1 (configuration not stated),2,0.0,1,-4,-4,0.4,-2,-2,5
CC1CN(C(=O)COC(=O)COc2ccc(C#N)cc2)CC(C)O1 (configuration not stated),-3,0.0,2,17,2,-1.4,8,-5,4
Cn1c(SCC(=O)NC(=O)Nc2ccccc2)nnc1-c1ccncc1,7,-0.1,-4,-18,-4,-2.2,-2,-3,8
C=CCn1c(SCC(=O)Nc2c(C)n(C)n(-c3ccccc3)c2=O)nc2sc(C)c(-c3ccccc3)c2c1=O,3,0.1,4,-2,4,2.8,-1,-1,-4
CCCc1cc(C(=O)NNC(=S)NC2CCCCC2)cs1,7,0.2,1,-7,2,-1.1,1,5,-14
COc1cc(S(=O)(=O)N2CCOCC2)ccc1NC(=O)COC(=O)C12CC3CC(CC(C3)C1)C2,6,0.0,-7,13,13,2.6,-3,-4,2&-4
O=C(N/N=C/c1cccnc1)c1cccc(NC(=O)c2ccccc2Cl)c1,9,0.0,0,6,-2,-0.4,-5,-1,17
CCC(=O)N/N=C(\C)CC(=O)Nc1ccc(F)cc1,4,-0.1,-3,4,-4,-2.7,0,2,-2
COc1cccc(N2CCN(S(=O)(=O)c3ccc(-c4coc(C)n4)cc3)CC2)c1,1,0.0,-1,-2,17,6.3,2,2,-4
CCn1ncc(Br)c1C(=O)NC(C)c1ccccc1 (configuration not stated),3,0.1,1,-3,-9,2.1,-5,-1,-12
COc1ccc(OCC(=O)Nc2c3c(nn2-c2ccccc2)CS(=O)(=O)C3)cc1,1,-0.1,-3,1,6,0.5,0,1,-3
COc1cc(/C=N/N2CCOCC2)ccc1OCc1ccc(Cl)cc1,5,0.2,3,5,0,2.1,-5,2,-2
CCOC(=O)c1cn(Cc2ccc(C)cc2)nn1,4,1.3,-6,-1,-7,2.4,3,-4,6

# Sorted by molar mass (low to high): four of the compounds above.
SMILES,procasp7 counter,Efflux pump mplx,TPT1 inhibitor,procasp3 activ,HCV core dimer,PP5 primary,PP1 counter,CTSL1 counter,GASC-1 inh
COc1ccccc1/C=C/C(=O)OC(C)CN1CCCCC1 (configuration not stated),-5,0.0,-4,3,-12,2.1,0,4,-17
CN(C)c1cccc(C(=O)NNC(=O)/C=C/c2cccs2)c1,1,0.0,.,0,.,1.2,-2,.,5
CC1CN(C(=O)COC(=O)COc2ccc(C#N)cc2)CC(C)O1 (configuration not stated),-3,0.0,2,17,2,-1.4,8,-5,4
O=C(Cc1ccccc1)Nc1ccc(NC(=S)NC(=O)c2ccccc2)cc1,-7,0.2,-1,-6,11,-0.5,-1,2,-1

# More records
SMILES,procasp7 counter,Efflux pump mplx,TPT1 inhibitor,procasp3 activ,HCV core dimer,PP5 primary,PP1 counter,CTSL1 counter,GASC-1 inh
CCCCN1C(=O)CC(C(=O)O)C1c1ccc(OC)cc1 (configuration not stated),13,-0.1,-4,0,-3,-0.8,-3,2,-10
O=C(CN1C(=O)CSc2ccc(S(=O)(=O)N3CCCCC3)cc21)NCc1ccccc1,1,0.0,2,-4,-4,2.2,5,-7,-11
O=C(COC(=O)CCN1C(=O)c2ccccc2C1=O)Nc1ccccc1[N+](=O)[O-],-2,-0.2,.,0,.,2.0,-7,.,-7
O=C(COC(=O)c1ccccc1F)c1ccc(-n2nncc2-c2ccco2)cc1,4,-0.3,-3,-3,28,-0.3,0,4,4
COc1ccc(NC(=O)C2CC(=O)n3cnnc3S2)cc1 (configuration not stated),-15,0.0,-3,-31,-4,-2.2,-3,-3,9
CC(O)c1nc2ccccc2n1C(C)c1ccccc1 (configuration not stated),-2,0.0,-5,6,5,-0.2,-3,-2,-2
Cc1c(C)n(Cc2ccc(Cl)cc2)c2ccc(C(=O)NCCN3CCOCC3)cc12,-3,-0.1,-1,3,2,5.6,5,3,-3
Cc1onc(-c2ccc(Cl)cc2Cl)c1-c1csc(N/N=C/c2ccccc2Cl)n1,0,-0.2,0,-4,2,2.3,0,1,11
CC(C)N(Cc1ccccc1)C(=S)NC1CCCCC1,-1,-0.1,4,-9,0,-0.6,-1,0,-34
Cc1nc(SCc2ccccc2F)c2oc3ccccc3c2n1,5,0.0,-2,8,-5,1.6,-2,-3,-14
O=C(CCC1COc2ccccc2O1)Nc1cccnc1 (configuration not stated),4,-0.1,-3,8,-7,2.3,-1,-3,-3
CC1(C)Cc2c(C#N)c(NCc3ccco3)nc(-c3ccco3)c2CO1,-28,0.2,6,-27,52*,1.3,3,2,2
O=C(CSCc1ccc(F)cc1)N1CCOCC1,4,0.0,1,8,-5,2.5,-2,-1,-1
CCOC(=O)c1ccc(NS(=O)(=O)c2ccc(-c3coc(C)n3)cc2)cc1,8,-0.3,0,0,1,1.4,2,6,-4
Cc1ccc(NC(=O)c2ccc3c(c2)C(=O)N(Cc2cccnc2)C3=O)c(C)c1,10,0.1,-1,4,-1,-1.8,0,-3,7
Cc1ccc(CNC(=O)C2CCC(=O)N(CCCN3CCOCC3)C2)cc1 (configuration not stated),3,-0.1,-5,-1,-13,-0.4,-3,3,-2
CCOc1ccc(S(=O)(=O)n2ccc(C)n2)cc1,-7,0.2,2,-7,-17,-2.1,-1,-4,-3
